High-throughput results as filed in PubChem.
Lipid droplet – inhibitors of hepatocyte lipid droplet formation, primary screen, imaging, high-throughput imaging, BODIPY stain; inhibition, % at 6.5 µM; AML12 mouse hepatocytes, oleate lipid droplets; 0.4% of 240,000 active;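 active means lipid droplet intensity inhibited by at least 50%, with more than 500 cells counted; inconclusive means wells with under 300 cells, treated as cytotoxic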
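Assay system: AML12 mouse liver cells | Compound dosing: One dose, 6.5 µM compound | Read-out basis: Droplet intensity reduction, % inhibition | Measured by: Fluorescence imaging, 20x objective, two fields per well | Schedule: Overnight treatment with compound plus oleate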
PMI inhibitors – inhibitors of human PMI, primary screen, biochemical, fluorescence intensity, coupled assay (AID 1209). Mannose-6-phosphate isomerase (Homo sapiens). purified PMI enzyme, coupled fluorescence intensity; higher % means a stronger effect. inhibition, % at 20 µM; hits with a dose series show IC50 in µM. 0.42% of 190,000 active; in the data active means inhibition above about 50%;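 further: plate controls were DMSO vehicle for no effect and wells lacking substrate for full effect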
T cell modulator – modulators of CD8 T cell-vesicle binding, primary screen, mouse 2C CD8+ T cells, flow cytometry; 2C CD8+ T cell-vesicle binding; stronger effect = lower value; calls only at 7 µM; 0.068% of 330,000 active; AID 2052, 2009;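 active means response, share of CD8 T cells binding vesicles, and their 90th percentile fluorescence all below set limits, cut at about 80% in these data, passing the limit was not always enough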
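material = purified 2C TCR transgenic mouse naive CD8+ T cells | controls = Unloaded micro-vesicles (low), QL9 vesicles with 0.7% DMSO (high) | detection = cytometric PE anti-B7-1 and Alexa647 anti-CD8 signals after 1% paraformaldehyde fixation | incubation = binding step 1.5 h, 37 °C, antibody labelling 20 min, ice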
MT stabilize HCS – microtubule stabilizers in HeLa cells, primary screen, imaging, high-content imaging. % tubulin-high responders, % at 10 µM. 0.83% of 200,000 active. AID 2205, 2009. HeLa tubulin immunostaining HCS, 24 h; share of cells brighter than vehicle mean+2SD;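 active means plate Z-score above 3 for both tubulin-high and condensed-nucleus cell shares, with cell loss under 80%, at 10 µM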;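 further: anti alpha tubulin signal scored within the nucleus-defined area of each cell; some results filed as inactive read as strong as hits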
b-catenin transl – modulators of beta-catenin nuclear translocation, primary screen, imaging, HeLa cells, immunofluorescence, high-content; AID 1665, 2009; nuclear translocation activity, % at 5 µM; 0.3% of 190,000 active;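 active means nuclear translocation activity above 50% at 5 µM, with a well cell count of 50 or more; inconclusive means wells under 50 cells across six images, flagged as toxic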;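 further: per-cell ratio of nuclear to cytoplasmic median beta-catenin stain intensity; plate controls were DMSO negative control for no effect and GSK-3 inhibitor IX positive control for full effect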
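System: HeLa cells, endogenous beta-catenin; compound dosing: 5 µM primary single dose, 0.1% DMSO, 0.02–20 µM confirmation series; incubation: 24 h compound exposure at 37°C, 5% CO2; signal: beta-catenin immunofluorescence imaging with DAPI; evaluation: % activation, nuclear-to-cytoplasmic median beta-catenin signal ratio per cell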
Dynein transport – inhibitors of GR-EGFP nuclear translocation, primary screen, dynein cargo transport inhibitor project, imaging, high-content, 3617.4 mouse cells. test concentration mostly 20 µM; stimulated with dexamethasone, 1 µM; stronger effect = lower value. z-score, hits read low. 0.47% of 220,000 active. AID 1381, 2008;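 active means plate z-score of nuclear minus cytoplasmic receptor signal below a set negative limit, without overly bright fluorescence or cell loss, cut at about -3.5 in these data, passing the limit was not always enough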;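 further: z-score of nuclear minus cytoplasmic ring GR-EGFP intensity difference per well; some compounds called inactive have numbers as strong as hits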
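Buffer or medium: tetracycline-free induction medium containing charcoal-stripped FBS / Reagent: dexamethasone agonist, 1.0 µM final, for 30 min / Technique: automated 10x imaging of fixed Hoechst-stained cells / Times: induction 48 h, compound 1 h, agonist 30 min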
Myeloid diff 2 – induction of myeloid progenitor differentiation, primary screen, cell-based, flow cytometry, MLPCN library; calls only at 10 µM; 1% of 360,000 active; ER-HoxA9 myeloid progenitors, lysozyme-GFP differentiation;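 active means normalized GFP-positive differentiation at or above the plate's own cutoff, the solvent-only control mean plus 3 SD; inconclusive means no clear call, values can overlap the other calls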;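 further: cells exposed to compound for four days before flow analysis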
Insulin prom up – insulin promoter activators in MIN6 cells, imaging, high-content screening, mouse beta cells. MIN6 insulin promoter-GFP reporter; stronger effect = higher value. z-score at 5 µM. 0.3% of 190,000 active. AID 1625, 2009;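 active means z-score above 3 at 5 µM with at least 500 cells counted in the well; inconclusive means wells under 500 cells, flagged as cytotoxic or low count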
TNAP activators – human TNAP enzyme activators, primary screen, biochemical, luminescent, no phosphate acceptor, uHTS (AID 1001); purified TNAP, luminescent activation assay, no phosphate acceptor; higher activation fold means a stronger effect; one-dose activation fold at 20 µM; EC50 in µM for titrated hits; 0.03% of 200,000 active; in the data active means activation fold from about 3, or a potency from the dose series; inactive means the rest, 99 in 100 with activation fold below about 1.6; further: many of its hits are not listed in these tables
Dynein transport cytoplasmic EGFP – recorded beside Dynein transport, whose call it bears; z-score; measured here: cytoplasmic GR-EGFP intensity; stronger effect = higher value
Dynein transport nuclear GR-EGFP – second read-out of Dynein transport, no call of its own (marks repeat the call); z-score; measured here: nuclear GR-EGFP intensity;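 lower value marks the stronger effect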
Dynein transport cell count – second read-out of Dynein transport, no call of its own (marks repeat the call); z-score; measured here: cell count per field
Insulin prom up cell count – second read-out of Insulin prom up, no call of its own (marks repeat the call); cell count; measured here: cytotoxicity, nuclei count;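 total cells summed across four imaged fields per well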
Lipid droplet cells 6.5 µM – further read-out of Lipid droplet, marked with its call; cell count; measured here: cell count, cytotoxicity flag;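 cells counted across two imaged fields per well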
b-catenin transl cell count 5 µM – recorded beside b-catenin transl, whose call it bears; cell count; measured here: cell count, cytotoxicity flag
T cell modulator vesicle-bound % – also measured in T cell modulator; calls as there; double positive events, %; measured here: CD8+ vesicle-bound cell fraction;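 binding gate set so that unloaded-vesicle control wells show 10% double positive cells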
MT stabilize HCS Hoechst-high % – further read-out of MT stabilize HCS, marked with its call; % Hoechst-high responders; measured here: nuclear condensation Hoechst responders;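 share of cells brighter than vehicle mean plus two SD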
MT stabilize HCS cytotoxicity % – also measured in MT stabilize HCS; calls as there; toxicity, %; measured here: cytotoxicity by cell density;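 0% = mean cell density of plate MIN control wells and 100% = no cells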
Myeloid diff 2 GFP+ MAC1+ % – further read-out of Myeloid diff 2, marked with its call; GFP+ MAC1+ double positive, %; measured here: differentiation confirmed by MAC1 staining
* = called active by the depositor; i = inactive; u = inconclusive; x = no result given.

SMILES	Lipid droplet	Lipid droplet cells 6.5 µM	PMI inhibitors	T cell modulator	T cell modulator vesicle-bound %	MT stabilize HCS	MT stabilize HCS Hoechst-high %	MT stabilize HCS cytotoxicity %	b-catenin transl	b-catenin transl cell count 5 µM	Dynein transport	Dynein transport cytoplasmic EGFP	Dynein transport nuclear GR-EGFP	Dynein transport cell count	Myeloid diff 2	Myeloid diff 2 GFP+ MAC1+ %	Insulin prom up	Insulin prom up cell count	TNAP activators
CC1(C)c2ccccc2N2CC(=O)NC21/C=C/c1ccco1 (stereo not drawn)	x	x	2%	i	60	1.4	2.0	11	1.7	1398	-0.023	-0.047	-0.046	-0.75	i	0.8	3.3*	1294*	1.1
COc1c(O)ccc(C2NC(=O)NC(C)=C2C(=O)Nc2ccccc2C)c1[N+](=O)[O-] (stereo not drawn)	-4	737	24%	i	53	2.1	1.7	1.6	0.3	1049	-0.038	-0.21	0.11	-0.22	i	0.3	x	x	1
CC1(C)Cc2c(sc(NC(=O)Cc3ccccc3)c2C#N)CO1	3	628	x	i	2	x	x	x	-0.6	1301	0.12	-0.18	0.034	-0.52	i	0.4	1.1	1109	x
COc1ccc(CCNC(=O)COC(=O)c2ccc(Br)o2)cc1OC	-2	743	-2%	i	34	1.7	1.1	4.4	3.7	1013	-0.72	-0.35	-0.18	1.1	i	0.7	0.36	895	1.1
CCC(CC)c1nnc(NC(=O)Cc2ccccc2[N+](=O)[O-])s1	19	634	9%	i	50	7.5	2.6	9.5	-1.1	1109	0.93	-0.3	1.2	-0.96	i	0.3	-0.81	1666	1.1
Cc1cc(NC(=O)CCl)n(-c2nc3ccccc3s2)n1	6	672	3%	i	33	3.1	2.6	7.8	-0.9	985	-0.27	-0.35	-0.23	0.75	i	0.0	-0.55	1499	1.2
CCOC(=O)c1oc2cc(O)ccc2c(=O)c1-c1ccccc1OC	x	x	10%	i	31	2.7	1.3	5.4	-2.6	1407	0.053	-0.18	-0.031	-0.49	i	1.0	-0.16	1325	1
C=CCc1cccc(/C=N/n2cnnc2)c1O	-5	560	14%	i	59	4.5	2.9	9.9	0.7	984	-1.7	-0.48	-0.64	0.75	i	1.2	0.18	1227	1.1
CC1CCN(C(NC(=O)c2ccco2)C(=O)c2ccccc2)CC1 (stereo not drawn)	x	x	11%	i	47	2.1	2.7	8.4	x	x	-0.93	-0.22	-0.91	-0.16	i	0.5	x	x	1.1
O=C(NC(=S)Nc1ccc(C(F)(F)F)cc1)c1csnn1	-22	627	-10%	i	65	4.4	1.6	8.3	-0.4	996	-0.6	0.68	-0.26	0.65	i	0.3	-0.02	1296	1
CCN1CCCC1CNC(=O)CSc1cc(=O)n(CC)c2ccccc12 (stereo not drawn)	x	x	3%	i	53	4.0	1.3	11	-5.8	942	-0.63	-0.18	0.036	0.64	i	3.4	-1.1	1262	1.2
COC(=O)/C=C/c1ccccc1S(=O)(=O)N(Cc1ccccc1)Cc1ccco1	-66	562	x	i	27	x	x	x	74*	462*	-0.22	-0.74	-0.0097	-0.17	u	x	0.43	559	x
CC(=O)COc1ccc2c3c(c(=O)oc2c1C)CCCCC3	15	728	15%	i	49	2.6	2.1	19	5.1	786	0.55	-0.31	0.28	0.95	i	6.8	-0.78	1292	1.1
CCCCC(NC(C)=O)c1nc2ccccc2n1CCCC (stereo not drawn)	0	654	-4%	i	16	4.4	1.6	5.7	-0.8	1026	0.17	-0.1	0.64	-0.37	i	0.7	0.2	1133	1
CS(=O)(=O)N1CCN(c2ccc([N+](=O)[O-])c3cccnc23)CC1	1	718	x	i	53	x	x	x	-0.1	1287	-0.21	-0.3	-0.092	-0.14	i	0.3	0.05	1049	x
CCc1ccc(NC(=S)NC2CC3CCCC(C2)N3Cc2ccccc2)cc1 (stereo not drawn)	-29	716	2%	i	32	7.4	1.2	11	0.1	1417	0.73	-0.33	0.031	-0.31	i	0.2	-0.43	1314	2.4
CCCOc1ccc(C(=O)O/N=C(\CC)c2ccc(C)cc2)cc1	-9	639	6%	i	54	4.8	3.3	0.9	-2.9	1212	0.51	-0.33	0.095	-0.048	i	0.5	0.61	1379	1.2
CCN(CC(=O)NCc1ccc(F)cc1)C(=O)COc1ccc2ccccc2c1	-33	632	2%	i	50	3.7	1.8	2.8	0.8	1192	1.9	-0.29	1.1	-0.83	i	0.8	0.12	1459	1.1
O=C(Nc1ccc(Cl)cc1C(=O)Nc1ccncc1)c1ccco1	5	809	6%	i	13	1.7	1.6	5.6	x	x	0.73	-0.17	0.3	-0.27	i	1.1	0.68	899	1
COCCn1ccc(O)c(Cc2ccc(Cl)cc2)c1=O	-1	575	4%	i	49	1.5	1.1	2.7	-0.9	1116	0.64	-0.19	-0.11	-0.7	i	0.7	0.97	1927	0.9
CCN(CC)CCN(CC(=O)N(C1CCCCC1)C1CCCCC1)C(=O)c1ccco1	16	741	-9%	i	53	6.3	1.6	5.3	0.5	1095	-0.57	-0.32	-0.26	0.55	i	0.1	-1.4	1259	1.2
Nc1nc2ccc(-c3nc4ccccc4o3)cc2s1	-6	750	11%	i	55	4.5	2.8	14	19	765	-0.44	-0.18	-0.17	-0.18	i	0.8	x	x	1
OCCN(CCO)Cc1ccc(Br)cc1	0	749	2%	i	33	1.5	1.3	21	x	x	0.87	-0.39	0.28	0.067	x	x	0.2	942	1.2
CCCC1NC(=S)NC(C)=C1C(C)=O (stereo not drawn)	-10	778	-6%	i	14	2.2	2.5	4.1	-0.5	1063	0.66	-0.19	0.23	0.49	i	0.8	0.83	1120	1.1
CC1CCCC(C)N1C(=O)Cn1cc(C#N)c2ccccc21 (stereo not drawn)	-4	658	4%	i	27	2.1	2.3	8.4	-1.4	998	0.76	-0.28	0.75	-0.66	i	0.2	0.01	1518	1.1

Other records.
SMILES	Lipid droplet	Lipid droplet cells 6.5 µM	PMI inhibitors	T cell modulator	T cell modulator vesicle-bound %	MT stabilize HCS	MT stabilize HCS Hoechst-high %	MT stabilize HCS cytotoxicity %	b-catenin transl	b-catenin transl cell count 5 µM	Dynein transport	Dynein transport cytoplasmic EGFP	Dynein transport nuclear GR-EGFP	Dynein transport cell count	Myeloid diff 2	Myeloid diff 2 GFP+ MAC1+ %	Insulin prom up	Insulin prom up cell count	TNAP activators
CC(C)(C)OC(=O)N/N=C/c1ccc(Br)cc1	2	695	-2%	i	42	1.1	2.2	4.2	-3.2	1194	0.63	-0.22	-0.083	0.45	i	0.4	0	1311	1.1
Cc1ccc(Cc2nc(-c3ccccn3)no2)cc1	x	x	17%	i	53	4.9	1.4	3.0	0.6	1313	-0.17	-0.19	-0.74	-1.1	i	1.3	0.16	1595	1
Cc1ccc(COc2ccsc2-c2n[nH]c(=S)n2C)cc1	x	x	0%	i	28	7.2	2.7	2.9	0.9	1413	0.32	-0.2	0.88	-0.36	i	0.8	0.11	1563	0.9
COc1cc2c(cc1OC)C(c1ccc3c(c1)OCO3)CC(=O)N2 (stereo not drawn)	0	787	2%	i	2	1.9	1.0	7.3	x	x	0.16	-0.26	0.39	-0.16	i	4.2	0.68	849	1.1
Nn1cnnc1SCC(=O)Nc1ccc(C2CCCCC2)cc1	x	x	4%	i	23	2.4	3.0	18	1.5	827	0.67	-0.096	0.53	-0.21	i	2.0	0.33	1237	1.1
COCCCn1cnnc1SCc1nc2sc(C(C)=O)c(C)c2c(=O)[nH]1	10	675	x	i	30	x	x	x	-0.6	1324	1.4	-0.65	0.97	-1.3	i	0.3	-0.42	1118	x
O=C(c1ccccc1Cl)N(C(=O)c1ccccc1Cl)c1nccc(-c2cccs2)n1	-5	697	18%	i	13	1.9	1.4	1.4	-2.8	1030	0.8	-0.17	-0.19	-1.2	i	1.5	0.73	1457	1
COc1ccc(C(=O)OC2CCN(C)CC2)cc1	-13	732	-15%	i	59	3.9	3.1	5.0	1.1	1107	0.4	-0.26	0.1	0.81	i	0.4	0.39	1265	1.1
Cn1cc(/C=C/C(=O)N2CCCC(C(=O)c3ccc(C(C)(C)C)cc3)C2)cn1 (stereo not drawn)	-22	697	11%	i	25	1.3	0.7	1.1	0.4	1063	0.77	-0.28	0.97	-0.21	i	0.1	-0.52	1450	1.1
